Assay outcomes: PubChem, several laboratories
HIF-2a inh – blocks HIF-2a reporter activity; 786-0 RCC cells HIF-2a reporter, luciferase luminescence, overnight; inhibition, % at 18.8 µM; actives 0.72% (n = 360,000); AID 624352;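 active = inhibition of the luminescence signal of 40% or more relative to plate controls, in a single-dose primary screen at 18.75 µM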
NR2E3 ag-1 – activates human NR2E3 receptor; Q9Y5X4; CHO-S Gal4-NCOR/VP16-NR2E3 two-hybrid, luciferase; inhibition of corepressor binding, % at 3.98 µM; actives 0.35% (n = 360,000); AID 602229;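 active = inhibition above the mean of all tested compounds plus 3 SD, cut at about 70% in these data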;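 also: 0% = DMSO with NR2E3 transfected cells and 100% = cells lacking NR2E3 construct; higher means lower luciferase signal from less NR2E3 corepressor binding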
Target sequence (Q9Y5X4 whole entry, looked up, the tested form may be a part): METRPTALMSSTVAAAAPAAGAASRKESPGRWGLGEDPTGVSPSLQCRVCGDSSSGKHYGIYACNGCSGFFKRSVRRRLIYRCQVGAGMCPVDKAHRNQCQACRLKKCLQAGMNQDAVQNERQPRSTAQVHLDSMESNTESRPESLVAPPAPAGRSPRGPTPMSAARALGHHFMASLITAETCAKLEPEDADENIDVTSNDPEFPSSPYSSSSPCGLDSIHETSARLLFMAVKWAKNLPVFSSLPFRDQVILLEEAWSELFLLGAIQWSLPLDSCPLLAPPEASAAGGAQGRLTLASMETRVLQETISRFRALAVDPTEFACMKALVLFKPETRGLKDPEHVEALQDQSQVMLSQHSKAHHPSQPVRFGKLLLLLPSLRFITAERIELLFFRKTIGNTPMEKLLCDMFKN
MITF TRPM1 inh – MITF TRPM1 promoter inhibition in SK-MEL-5 cells. SK-MEL-5 TRPM1 promoter luciferase, 24 h. inhibition, % at 12.5 µM. actives 0.83% (n = 330,000);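 active = mean inhibition across replicates of 60% or more, whatever share of single replicates reaches that level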; also: values of inactives mirror those of a sister screen read the other way
Peg3 promoter – inhibitors of Peg3 promoter | HeLa PEG-Prom luciferase reporter, luminescence, overnight | inhibition, % at 20 µM | actives 1.7% (n = 360,000) | AID 588405;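 active = inhibition of at least 50% at 20 µM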
CF NFkB block – cystic fibrosis NF-kB activation inhibition; AID 588850; KKLEB NF-kB-GFP reporter, PAF-induced, GFP fluorescence overnight; inhibition, % at 5 µM; actives 0.86% (n = 360,000);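 active = at least 50% inhibition at 5 µM, scaled per plate between neutral and stimulator controls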;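 also: PAF is a Pseudomonas aeruginosa culture filtrate used as stimulus; plate controls were PAF-stimulated DMSO wells for no effect and unstimulated DMSO wells for full effect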
aDG glyco act – alpha-DG glycosylation activation. Pro5-aDG cells, alpha-DG glycosylation AlphaScreen (IIH6); 0% Pro5, 100% B10-LARGE cell signal. activation, % at 10 µM. actives 0.22% (n = 360,000);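 active = activation of at least 8% versus controls, or a plate z-score of at least 8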;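 also: Pro5 are CHO cells carrying HIG-tagged alpha-DG that lacks glycosylation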
iPSC survival up – enhancers of human iPSC single-cell survival. hiPSC single-cell survival, ATPlite luminescence; 100% = ROCK inhibitor wells, 0% = DMSO. AID 602274. actives 0.044% (n = 360,000). survival enhancement, % at 20 µM; in the data active = survival enhancement above about 18%;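 also: cells exposed to compounds for 16 hours before the ATP read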
NR2E3 ag-2 – NR2E3 (human) agonism. inhibition of corepressor binding, % at 4.78 µM. actives 0.12% (n = 320,000). GST-NR2E3/biotin-RetCOR TR-FRET, 1536-well. AID 2300. Q9Y5X4;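 active = percent inhibition above the cutoff of mean plus 3 SD of all tested compounds, set per screening campaign, cut at about 20% in these data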;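 also: 0% = DMSO wells and 100% = biotin wells as full block of FRET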
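Test system: GST-NR2E3 and biotin-RetCOR proteins | Quantity: 1.35 nM GST-tagged NR2E3 final | Medium: Tris pH 7.5 | Also added: 7 nM biotin-RetCOR | Dosing: Compound at 4.8 µM, single dose | Timing: 5 h at 4 °C | Detection: Time-resolved FRET | Read-out basis: Percent inhibition | Benchmarks: Biotin wells as high control, 0.6% DMSO wells as low control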
KKLEB cytotox – CF airway cell cytotoxicity counter-screen | AID 602141 | KKLEB CF airway cells viability, ATPlite luminescence, overnight; hits give low values; cells stimulated with P. aeruginosa culture filtrate | activity change (cytotoxicity), % at 5 µM | actives 0.36% (n = 360,000);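 active = corrected activity change at or below -50% at 5 µM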
TWEAK-Fn14 inh – blocks TWEAK-Fn14 interaction in a reporter cell assay. AID 1159606. TWEAK-stimulated Fn14 reporter cells, luciferase luminescence, 8 h. actives 2% (n = 360,000). inhibition, % at 10 µM; in the data active = inhibition above about 50%
Shn3 inh set2 – reduces Shn3 3'UTR luciferase signal in osteoblasts; Clone20 osteoblast Shn3 3'UTR firefly luciferase, 24 h; inhibition, % at 12.5 µM; actives 0.52% (n = 360,000);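 active = mean inhibition of at least 75% with every replicate also reaching 75%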;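 also: 0% = median of neutral control wells and 100% = pilot-screen positive control compound; some compounds past the cut are filed as inactive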
The depositor's hits bear a star; . = no result given.

SMILES	HIF-2a inh	NR2E3 ag-1	MITF TRPM1 inh	Peg3 promoter	CF NFkB block	aDG glyco act	iPSC survival up	NR2E3 ag-2	KKLEB cytotox	TWEAK-Fn14 inh	Shn3 inh set2
COc1ccc2cc(-c3[nH]ncc3CN3CCCC3c3nonc3C)ccc2c1 (stereo not drawn)	-133	-20	-11	-52	12	-0.1	-0.6	-1	-14	7	.
CN(C(=O)COC(=O)c1n[nH]c2ccccc12)C1CCS(=O)(=O)C1 (stereo not drawn)	16	5	6	10	4	-0.2	-1.1	1	0	4	2
CCn1c(=S)sc2c(=O)n(CC(=O)Nc3ccccc3)c(C)nc21	-2	7	-13	10	-7	-0.2	-0.4	0	3	0	13
COc1ccc(N2CCN(Cc3nnc(-c4ccccc4)o3)CC2)cc1	14	-2	5	14	-21	-0.5	2.4	1	6	3	-8
COC(=O)c1sc(-c2ccc(C(C)(C)C)cc2)cc1NC(=O)CCC(=O)O	-141	-6	.	-71	18	-0.1	-0.1	1	4	-6	-61
COc1ccccc1NS(=O)(=O)c1ccc(C(=O)N2CCCC(C)C2)cc1 (stereo not drawn)	8	21	-1	4	0	-0.1	-0.1	-2	11	-1	-2
O=C(Nc1ccc(S(=O)(=O)NC2=NCCCCC2)cc1)c1cccc(OC(F)F)c1	16	-12	.	17	14	0.2	-0.8	.	-2	11	10
COc1ccc(-c2cc(C(=O)N3CCCCCC3)c3ccccc3n2)c(OC)c1	20	-5	8	16	-1	0.1	0.6	2	-18	4	44
CC(=O)NC(Cc1cccc(F)c1)C(=O)NC1CCN(c2nnnn2-c2ccccc2)CC1 (stereo not drawn)	2	-2	-1	11	-5	0.4	-1.2	2	6	-9	42
O=c1c2cc(N3CCOCC3)ccc2[nH]c(=S)n1CCCN1CCCC1	16	0	7	4	-9	-0.1	-0.3	2	-2	-19	6
CCOC(=O)c1[nH]c(CSc2nnc(-c3ccc(OC)cc3)o2)c(C(=O)OCC)c1C	6	-20	0	32	28	-0.4	0.8	1	-37	-7	13
COc1cccc(COc2cc3ccccc3nc2C)c1	-200	73*	3	-171	10	5.6	-0.8	1	-2	32	73
COc1ccc(-n2c(Cc3cccn3C)nnc2SCC(=O)Nc2cccc(C)c2C)cc1	-6	-38	-5	7	5	-0.1	-2.0	3	-9	33	13
COc1ccc(Cn2cc(CN3CCS(=O)(=O)N(Cc4ccc(-c5cccc(Cl)c5)cc4)C(C)C3=O)nn2)cc1 (stereo not drawn)	-13	3	-1	15	27	0.4	0.5	.	-14	33	17
COCCNC(=O)C1CCCN(C(=O)Cc2ccc(F)cc2)CC1 (stereo not drawn)	1	-17	.	-30	-16	-0.1	2.4	.	4	5	-7
CCOc1ccc(NC(=O)C2CC=CCC2C(=O)O)cc1 (stereo not drawn)	-5	-15	2	3	-12	0.0	0.4	3	3	12	4
CCOC(=O)N1CCN(C(=O)COc2ccccc2OC)CC1	2	8	-2	1	9	0.1	-1.1	2	9	0	7
Cc1cccc(NC(=O)COc2ccc(Br)cc2/C=N/O)c1	-212	-9	-115	-267	8	-0.2	-1.8	-1	-13	0	-97
Fc1ccc(CN2C3=NCCN3c3ccccc32)cc1	17	3	-5	7	1	0.1	-0.3	2	2	-2	-1
O=C(COC(=O)c1cc([N+](=O)[O-])ccc1NCc1ccccc1Cl)NCC(F)(F)F	18	-7	1	14	0	0.3	-0.5	4	4	-12	14
CN(C)CCNC(=O)c1cccc2nc3c(ccc4ccccc43)nc12	28	0	86*	98*	-169	0.0	-1.9	.	-7	-88	78
O=C(CN1CCCC1)Nc1c(Cl)cccc1Cl	9	4	-5	16	2	0.0	0.4	4	-2	-4	-1
CCC(C(=O)NCCN1CCN(C)CC1)n1c(C)c2cnn(-c3ccccc3)c(=O)c2c1C (stereo not drawn)	10	13	5	4	14	0.0	2.1	-1	-15	24	-2
O=C(c1ccc(C(F)(F)F)cc1)N1CCC(=O)N([C@H](COCc2ccc(Cl)cc2)Cc2ccccc2)CC1	-8	-24	.	.	.	0.1	-1.0	.	.	-4	.
O=C1CCCCCN1CP(=O)(O)CN1CCCCCC1=O	16	-17	-5	0	12	-0.3	-0.6	-5	0	-3	-101
Nc1nnc(CCC2CCCCC2)s1	-32	-22	-13	-24	10	0.0	-2.0	1	-1	-10	-10
COc1cccc(N(CC(=O)NC2CCCC2)C(=O)Cn2nnc(-c3ccc(C)cc3)n2)c1	-2	-13	6	-4	-7	-0.2	-2.0	2	-4	4	5
Cc1ccc(C(=O)OCC(=O)Nc2cc(S(C)(=O)=O)ccc2Cl)cc1S(=O)(=O)N1CCCCC1	18	11	7	12	-11	-0.1	-0.6	1	7	9	-9
CC(CCN1C(Nc2ccccc2)=NC[C@@H]1C)c1ccccc1 (stereo partly drawn)	0	1	8	-2	8	-0.2	-0.2	1	2	-6	22
CCS(=O)(=O)c1ccc2oc(SCC(=O)NCCc3ccccc3)nc2c1	14	-2	-1	0	-2	-0.5	1.2	0	3	2	-22

Three compounds from above, sorted by length of the SMILES, lowest first.
SMILES	HIF-2a inh	NR2E3 ag-1	MITF TRPM1 inh	Peg3 promoter	CF NFkB block	aDG glyco act	iPSC survival up	NR2E3 ag-2	KKLEB cytotox	TWEAK-Fn14 inh	Shn3 inh set2
CCOc1ccc(NC(=O)C2CC=CCC2C(=O)O)cc1 (stereo not drawn)	-5	-15	2	3	-12	0.0	0.4	3	3	12	4
CCC(C(=O)NCCN1CCN(C)CC1)n1c(C)c2cnn(-c3ccccc3)c(=O)c2c1C (stereo not drawn)	10	13	5	4	14	0.0	2.1	-1	-15	24	-2
Cc1ccc(C(=O)OCC(=O)Nc2cc(S(C)(=O)=O)ccc2Cl)cc1S(=O)(=O)N1CCCCC1	18	11	7	12	-11	-0.1	-0.6	1	7	9	-9

The list continues:
SMILES	HIF-2a inh	NR2E3 ag-1	MITF TRPM1 inh	Peg3 promoter	CF NFkB block	aDG glyco act	iPSC survival up	NR2E3 ag-2	KKLEB cytotox	TWEAK-Fn14 inh	Shn3 inh set2
COc1ccc(S(=O)CC(=O)Nc2ccc(Cl)cc2Cl)cc1 (stereo not drawn)	7	10	-8	9	-12	-0.1	-1.2	0	8	-41	1
CC1CCN(S(=O)(=O)c2ccc(S(=O)(=O)NCC3COCCO3)cc2)CC1 (stereo not drawn)	15	-18	13	3	5	0.2	-1.1	3	4	10	9
COc1cc(C(=O)NC(C)c2ccc(-n3ccnc3)cc2)cc(OC)c1C (stereo not drawn)	14	-21	4	-1	-8	-0.1	-0.6	1	7	0	3
O=C(Cc1cccc(NC(=O)C2CCCN(C(=O)C3CCCC3)C2)c1)Nc1ccc(C(=O)N2CCOCC2)cc1 (stereo not drawn)	5	7	-1	-3	4	0.1	-1.6	.	7	6	-18
COc1ccc(NC(=O)N(C)C[C@H]2Oc3ccc(NC(=O)Nc4c(C)noc4C)cc3C(=O)N([C@H](C)CO)C[C@@H]2C)cc1	7	-26	-5	-9	-12	-0.1	2.1	.	10	-14	-2
COc1ccc(CCN2CC(C(=O)N(C)Cc3ccc4nsnc4c3)CCC2=O)cc1 (stereo not drawn)	3	-5	6	9	-17	0.1	2.6	2	-14	6	3
O=C(Cc1ccc(NC(=O)C2CCCN(C(=O)C3CCCCC3)C2)cc1)Nc1cccc(C(=O)N2CCCCC2)c1 (stereo not drawn)	-2	-47	-4	-6	8	0.0	0.4	.	0	0	2
CC(C)CC(NC(=O)OCc1ccccc1)C(=O)NC(Cc1ccccc1)C(=O)CCl (stereo not drawn)	48*	-37	114*	93*	34	-0.4	-2.9	.	-18	34	64
CNC(=S)N1C2CCCC1CC(NC(=O)c1ccc(F)cc1)C2 (stereo not drawn)	15	-28	-4	4	22	0.0	-0.3	0	-18	9	2
CCN(CC)C(NC(=O)c1ccccc1)C(=O)c1ccccc1 (stereo not drawn)	-82	-29	-1	-33	-2	-0.3	0.3	-1	-1	-3	-24
COc1ccc(/C=N/Nc2cc(OC)ncn2)cc1	-22	-120	-7	-33	-9	0.1	-2.5	-2	-6	36	-18
O=C1/C(=N\S(=O)(=O)c2cccs2)C([n+]2ccc(CCCc3ccccc3)cc2)=C([O-])c2ccccc21	7	3	.	15	2	0.6	0.0	0	-4	6	.
Cc1cc(C)n2cc(CSc3nncn3C)nc2n1	17	-7	-5	12	7	-0.4	-1.8	1	-1	-10	14
O=[N+]([O-])c1cccc(C=NNc2ccc3ccccc3n2)c1O	-70	-17	79*	18	-11	3.6	-1.5	.	-16	97*	72
O=S(=O)(CS(=O)(=O)c1ccccc1)c1ccccc1	10	-2	-4	16	-9	0.0	-1.1	.	3	16	-23

Next section; it opens with the three that closed the last part.
SMILES	HIF-2a inh	NR2E3 ag-1	MITF TRPM1 inh	Peg3 promoter	CF NFkB block	aDG glyco act	iPSC survival up	NR2E3 ag-2	KKLEB cytotox	TWEAK-Fn14 inh	Shn3 inh set2
Cc1cc(C)n2cc(CSc3nncn3C)nc2n1	17	-7	-5	12	7	-0.4	-1.8	1	-1	-10	14
O=[N+]([O-])c1cccc(C=NNc2ccc3ccccc3n2)c1O	-70	-17	79*	18	-11	3.6	-1.5	.	-16	97*	72
O=S(=O)(CS(=O)(=O)c1ccccc1)c1ccccc1	10	-2	-4	16	-9	0.0	-1.1	.	3	16	-23
CCc1c(O)nc(SCc2ccccc2)n(C(C)CC)c1=O (stereo not drawn)	8	-15	8	12	8	0.5	0.3	-1	6	-9	0
CC(C)n1c(=O)c2ccccc2n1Cc1cn(C2CCCC2)nn1	-1	-4	.	-2	-21	0.1	-2.9	.	1	2	-5
COc1ccccc1N1CCN(C2CCCN(C(=O)c3ccnc4ccc(C)cc34)C2)CC1 (stereo not drawn)	11	-3	9	15	3	0.1	0.1	0	7	8	1
COc1ccc(-c2cc(C(=O)Nc3c(C)nn(Cc4ccccc4Cl)c3C)no2)cc1	15	0	-1	11	13	0.1	0.6	3	-5	-35	31
